KB-3-1 tox: kills parental KB-3-1 adenocarcinoma cells; Potency, µM (doses to about 46.1 µM), without a hit: at the top dose activity change, negative = cytotoxic, hits mostly cytotoxic; 400,000 compounds, 1.4% hits; KB-3-1 viability, CellTiter-Glo ATP luminescence, 72 h; AID 1347075; note: potency is the fitted concentration of half-maximal effect; % is set by controls: 0 for no effect and ±100 for the full control effect; nearly all actives have a fitted effect of over 60% in size
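Parental KB-3-1 adenocarcinoma cells in phenol-red-free DMEM with 10% FBS were pin-treated with compounds at several concentrations, incubated 72 h at 37 °C, and viability read by CellTiter-Glo luminescence; concentration-effect curves were fitted after normalization.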
KB-V1 MDR tox: KB-V1 MDR subline cytotoxicity; KB-V1 MDR cells viability, CellTiter-Glo, 72 h; Potency, µM (doses to about 46.1 µM), for the others: at the top dose activity change, negative = cytotoxicity, actives largely listed as cytotoxic; 400,000 compounds, 3.4% hits; note: potency is the fitted concentration of half-maximal effect; % is set by controls: 0 for no effect and ±100 for the full control effect; nearly all actives have a fitted effect of over 60% in size
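Cytotoxicity toward P-gp-expressing KB-V1 cells was determined as loss of CellTiter-Glo luminescence after 72 h at 37 degrees C. Compounds were tested in quantitative HTS format across a concentration range, with curves fitted to normalized data.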
HT1080-NT tox: kills 2HG-producing HT-1080-NT fibrosarcoma cells | 360,000 compounds, 1.6% hits | HT-1080-NT fibrosarcoma viability, CellTiter-Glo ATP luminescence, 48 h | AID 686970 | Potency, µM (doses to about 46.1 µM), inactives show at the top dose activity, negative = less viability, actives largely listed as cytotoxic;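 note: NT is the 2HG producing partner of a matched IDH1 knockdown line; potency is the fitted concentration of half-maximal effect; 0% = DMSO-treated cells and -100% = media-only wells without cells; nearly all actives have a fitted effect of over 55% in size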
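750 cells/well, RPMI + 5% FBS; 2 h settle, compound pin-transfer, 48 h at 37 degrees C. CellTiter-Glo 10 min RT, luminescence. Normalized to DMSO and media-only wells.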
ATXN viability: reduces viability in counter-screen for ATXN expression inhibitors. S2 cells (HEK-293 line with an ATXN2-luciferase reporter) viability, CellTiter-Fluor protease fluorescence, 24 h. Potency, µM (highest dose often 56.7 µM), usual class: cytotoxic. 400,000 compounds, 0.49% hits. AID 651635; note: potency is the fitted concentration of half-maximal effect; nearly all actives have a fitted effect of over 40% in size
ATXN2 expr inh: inhibitors of ATXN2 expression. AID 1745845. 360,000 compounds, 0.72% hits. HEK-293 ATXN2-luciferase reporter, luminescence, 24 h. Potency, µM (top dose mostly 57 µM), for inactives: at the highest dose activity change, negative = inhibition, usual class: inhibitors; note: potency is the fitted concentration of half-maximal effect; % is set by controls: 0 for no effect and ±100 for the full control effect; nearly all actives have a fitted effect of over 55% in size
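ATXN2-luciferase reporter cells (luciferase flanked by upstream and downstream ATXN2 gene portions) were treated 24 h at 37 °C with compounds at up to 57 uM. SteadyGlo luminescence gave expression; GF-AFC fluorescence gave viability.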
HT1080 IDH1KD tx: HT-1080 IDH1 knockdown cell toxicity (counter line); 360,000 compounds, 2% hits; Potency, µM (doses to about 46.1 µM), inactives show at the highest dose activity, negative = toxicity, actives largely listed as cytotoxic; AID 686971; HT-1080 IDH1 knockdown viability, ATP luminescence, 48 h;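 note: potency is the fitted concentration of half-maximal effect; 0% = DMSO wells and -100% = cell-free medium wells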
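Knockdown cells (IDH1KD HT-1080) received compounds 2 h after plating at 750 cells/well and were kept 48 h at 37 °C in 5% FBS RPMI. A CellTiter-Glo luminescence read gave % activity for curve fitting.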
SW480 rerep: inducers of DNA re-replication in SW480 colon cancer cells. SW480 DNA re-replication, Hoechst DNA content imaging, 48 h. Potency, µM (doses to about 46.1 µM), for inactives: at the highest dose re-replication activation, usual class: activators. 340,000 compounds, 1.8% hits. AID 624297; note: potency is the fitted concentration of half-maximal effect; % of control where 0% means no effect; nearly all actives have a fitted effect of over 55% in size
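Readout is total intensity of Hoechst-stained nuclei, excited at 405 nm and collected at 500-530 nm. Compound treatment lasted 48 hr at 37 C in 5% CO2 before staining.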
MCF10A rerep: inducers of DNA re-replication in MCF 10A breast cells; MCF 10A DNA re-replication, Hoechst nuclear intensity, 48 h; Potency, µM (titrated, usually from 46.1 µM), inactives show at the top dose activity, positive = re-replication, hits mostly activators; 350,000 compounds, 2.9% hits; note: potency is the fitted concentration of half-maximal effect; % of control where 0% means no effect; nearly all actives have a fitted effect of over 50% in size
IL-1B inflam inh: inhibitors of inflammasome signaling (IL-1 beta secretion); 360,000 compounds, 4.7% hits; THP-1 LPS/ATP IL-1B secretion, AlphaLISA, 16 h; active compounds read low; AID 743279; activity change, % at 57.5 µM; in the data active = activity change below about -50%; inconclusive = mostly about -30% to -49%; note: % is set by controls: 0 for no effect and ±100 for the full control effect
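THP-1 cells pretreated 1 hr with compounds (up to 57.5 uM final), then stimulated with LPS (250 ng/mL final) plus ATP (1.25 mM final); secreted IL-1B measured by AlphaLISA after 16 hr, decreased signal indicating inhibition.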
The depositor's hits bear a star; i = inactive; ? = inconclusive; . = no result given; [ ] = another dose, or the depositor's remark. Unless noted, calls come from the whole dose curve; as a rule, active = well fitted curve in the direction sought with a large enough effect; inconclusive = small, poorly fitted or top-dose-only effect, or another doubt; inactive = no such curve, though single readings can be large; an effect the other way counts as inactive or inconclusive.

SMILES | KB-3-1 tox | KB-V1 MDR tox | HT1080-NT tox | ATXN viability | ATXN2 expr inh | HT1080 IDH1KD tx | SW480 rerep | MCF10A rerep | IL-1B inflam inh
CCOc1ccc(CCN2C(=S)N([C@@H](CC(C)C)CN3CCC[C@@H]3CN3C(=S)NC[C@@H]3Cc3ccc(O)cc3)C[C@@H]2Cc2ccc(O)cc2)cc1 | ? | -24% | ? | ? | ? | ? | . | . | -64*
O=C(CCc1ccccc1)Nc1ccc2ccccc2n1 | -12% | ? | 8% | i | 73%[activator] | 4% | 0% | 8% | -3
Cc1ccc(C(=O)N2c3ccccc3NC(=O)C2C)cc1 (configuration not stated) | -2% | -2% | -7% | i | 10% | 3% | 4% | ? | -3
CCCCN(C)C(=O)c1cn(CC)c2ccc(S(=O)(=O)N(C)C)cc2c1=O | 3% | 11% | 13% | i | 6% | 3% | -4% | -11% | 10
COc1ccc(OC)c(NC(=O)NCCN2CCN(c3ccccc3)CC2)c1 | 0% | 1% | -5% | i | -20% | -2% | 1% | 4% | -25
O=C(CSc1ccccc1C(=O)O)c1ccccc1 | -7% | 5% | 6% | i | 28% | 18% | 8% | -1% | 30
CCN(CC)S(=O)(=O)c1ccc(C)c(NC(=O)CNCCN(C(C)C)C(C)C)c1 | 0% | -4% | 2% | i | . | 11% | -11% | 4% | 8
Cc1ccc(S(=O)(=O)N2CCC(C(=O)N[C@@H](C)C(=O)NCc3ccccc3)CC2)cc1 | 13% | 20% | 7% | i | -4% | 5% | -1% | -1% | -24
Cc1cccc(C)c1NC(=O)C1(N(Cc2ccco2)C(=O)CC2NC(=O)NC2=O)CCCCC1 (configuration not stated) | -1% | 10% | -2% | i | -10% | 1% | -4% | -5% | 0
COc1ccccc1CNC(=O)C1(c2ccc(Cl)cc2)CC1 | 4% | 3% | 27% | ? | -15% | 12% | ? | -1% | 9
COc1ccc(Br)c(C(=O)Nc2ccc(F)cc2)c1 | -9% | -20% | 8% | i | -2% | 0% | -5% | 4% | -18
CN(C)c1ccc(C=NN2C(=O)CSC2=S)c(Cl)c1 | 12% | 7% | 2% | i | . | 6% | . | . | -11
CCOc1ccc(NC(=O)CN(C)C(=O)C2CCN(C(=O)Nc3ccccc3)CC2)cc1OCC | -11% | -11% | -1% | i | 6% | -3% | -5% | 5% | -13
CC(=O)c1sc(Nc2cccc3ccccc23)nc1C | -1% | 3% | 9% | i | -1% | 0% | -20% | ? | 6
O=C(Nc1ccc(-n2cccn2)cc1)C1CCN(Cc2ccsc2)CC1 | . | . | 5% | i | 3% | 12% | 3% | -2% | -22
CCN(c1ccccc1)S(=O)(=O)c1ccc(C(=O)Oc2ccc(C(C)=O)cc2)cc1 | 11% | -16% | -2% | ? | -4% | 3% | -175%[inhibitor] | -1% | 18
Cc1ccc(Cn2nnc3c(=O)n(Cc4cccc(C)c4)cnc32)cc1 | 9% | ? | 10% | i | 5% | -1% | -1% | 3% | -11
O=C(COC(=O)C1(c2ccc(F)cc2)CCCC1)N1CCN(C(=O)c2ccco2)CC1 | 0% | -3% | -9% | i | -8% | -11% | -10% | 1% | -8
Cc1ccc(Cn2nnc3c(=O)[nH]c(C4CCCN(S(=O)(=O)c5ccc(F)cc5)C4)nc32)cc1 (configuration not stated) | -21% | 1% | 2% | i | -8% | -2% | 21% | ? | -9
CC(=O)Nc1ccc(NC(=O)C(Sc2ccccc2)c2ccccc2)cc1 (configuration not stated) | 6% | 3% | -10% | i | -19% | -13% | -2% | 3% | -2
CCCCNC(=O)c1ccc(CNS(=O)(=O)c2ccc(Br)cc2)cc1 | -8% | 10% | 4% | ? | -4% | 2% | -27% | 17% | -6
O=C(c1ccc(Oc2ccc([N+](=O)[O-])cc2)cc1)N1CCCCCC1 | ? | -20% | -16% | i | -15% | ? | 5% | -2% | -78*
CCNC(=O)NC(=O)C(C)OC(=O)C1CCN(S(=O)(=O)c2ccccc2F)CC1 (configuration not stated) | ? | 6% | -2% | i | 3% | -1% | -1% | -8% | 24
CC(C)N1CC(O)=C(c2ccccc2)C1=N | 13% | -12% | -5% | i | 4% | 0% | 4% | 3% | 13
Cc1cc(NC(=O)COC(=O)[C@@H](NS(=O)(=O)c2ccccc2)C(C)C)no1 | 3% | 9% | 5% | i | 13% | 3% | -38%[inhibitor] | ? | -2
O=C(Cn1c(=O)c2cccn2c2ccccc21)NCCCN1CCCCC1 | -2% | ? | 2% | i | -5% | 5% | 11% | -3% | -22
C/C=C(/C)C(=O)Nc1cccc(C2=NOC3(C2)C[C@H](C(N)=O)N(C(=O)c2ccccc2)C3)c1 (some centres not stated) | 4% | ? | 29% | i | 3% | 2% | -7% | -5% | -6
O=C(O)CSc1nc2ccccc2[nH]1 | -7% | 18% | 1% | i | -7% | 2% | -1% | 12% | 4
CCOC(=O)CSc1nc2c([nH]c3ccccc32)c(=O)n1-c1ccc(OCC)cc1 | -3% | 6% | . | i | -3% | . | . | . | .
COc1ccc(S(=O)(=O)N(C)C(C)CCc2ccco2)cc1 (configuration not stated) | -44% | 5% | 5% | i | -2% | 1% | 2% | ? | -3
O=C1CC(N2CCC(c3nc4ccccc4[nH]3)CC2)C(=O)N1Cc1ccccc1 (configuration not stated) | -3% | 0% | -12% | i | -5% | 0%[9.24 µM] | 0% | -11% | 1
CCOC(=O)CSC1=N/C(=C\c2cccnc2)C(=O)N1c1ccc(OC)cc1 | 25% | -24% | 14% | i | 13% | 19% | 60% | -71%[inhibitor] | 10
CCOc1ccc(CNC(=O)c2ccc3c(c2)nnn3C2CCCC2)cc1 | 8% | 6% | . | i | 15% | . | . | . | .
CCOC(=O)c1c(C)[nH]c(C)c1C(=O)CSc1nnc(-c2ccncc2)n1C | -3% | 2% | 17% | i | 20% | 14% | -12% | 4% | -19
Cc1cc(F)ccc1S(=O)(=O)Nc1ccccc1C(=O)N1CCCC1 | 8% | 19% | 8%[9.24 µM] | i | -1% | 5% | -28% | -5% | 18
CCOC(=O)C1=CCN(S(=O)(=O)c2ccccc2C)C1c1cccc(Cl)c1 (configuration not stated) | ? | 21µM* | -18% | . | . | ? | . | . | 12
Nc1nonc1C(=O)N/N=C/c1cc2c(cc1Br)OCO2 | -2% | 0% | -27% | i | 8% | -26% | -5% | 7% | -16
Cc1ccc(CN2CCN(Cc3ccc4cc(F)ccc4n3)CC2CCO)o1 (configuration not stated) | 12% | 2% | 23% | i | -1% | 17% | 7% | -1% | 8
CCC(NC(=O)c1cc(COc2ccc(Cl)cc2OC)on1)c1ccncc1 (configuration not stated) | 16% | -18% | -3% | i | 53%[activator] | 8% | 2% | -1% | -1
COc1cc(NC(=O)c2cccc3c2C(=O)N(C2CCCCC2)C3)cc(OC)c1OC | ? | ? | -12% | i | -29% | ? | 8% | ? | -60*
S=c1[nH]nc(-c2ccc(Br)o2)n1Cc1ccccc1 | 1% | -29% | -1% | i | 11% | ? | 21% | ? | -7
COc1cc(OC)c2ccc(=O)oc2c1C(CCN1CCCC1)c1ccc2c(c1)OCO2 (configuration not stated) | 4% | 0% | -9% | 14µM* | 5% | -7% | -14% | -2% | -5
Cc1ccc(OCC(=O)NC2CCCC(C)C2C)c([N+](=O)[O-])n1 (configuration not stated) | -4% | 0% | 0% | i | 3% | -1% | -8% | 4% | -6
O=S1(=O)NC(c2ccccc2)CC(CC2CCCCC2)O1 (configuration not stated) | 8% | 0% | -4% | i | 1% | -1% | -13% | 16% | 14
CCS(=O)(=O)Nc1ccc(Cc2ccncc2)cc1 | -2% | -3% | -14% | i | 1% | 0% | -16% | ? | 27

Part of the list above, in CSV form:
compound,KB-3-1 tox,KB-V1 MDR tox,HT1080-NT tox,ATXN viability,ATXN2 expr inh,HT1080 IDH1KD tx,SW480 rerep,MCF10A rerep,IL-1B inflam inh
COc1cc(NC(=O)c2cccc3c2C(=O)N(C2CCCCC2)C3)cc(OC)c1OC,?,?,-12%,i,-29%,?,8%,?,-60*
Cc1cc(F)ccc1S(=O)(=O)Nc1ccccc1C(=O)N1CCCC1,8%,19%,8%[9.24 µM],i,-1%,5%,-28%,-5%,18
Cc1ccc(OCC(=O)NC2CCCC(C)C2C)c([N+](=O)[O-])n1 (configuration not stated),-4%,0%,0%,i,3%,-1%,-8%,4%,-6
CCC(NC(=O)c1cc(COc2ccc(Cl)cc2OC)on1)c1ccncc1 (configuration not stated),16%,-18%,-3%,i,53%[activator],8%,2%,-1%,-1

Next compounds.
SMILES | KB-3-1 tox | KB-V1 MDR tox | HT1080-NT tox | ATXN viability | ATXN2 expr inh | HT1080 IDH1KD tx | SW480 rerep | MCF10A rerep | IL-1B inflam inh
O=C(NCc1ccc2c(c1)OCO2)C(=O)NC1CCCCC1 | -7% | 8% | ? | i | 7% | 12% | -2% | 1% | 13
CCc1nnc(NC(=O)c2ccc3c(c2)C(=O)N(C(C)(C)C)C3=O)s1 | ? | ? | 4% | i | 59%[activator] | 2% | -8% | -2% | 8
Cc1ccc(S(=O)(=O)CC(=O)Nc2sc(C)c(C)c2C(N)=O)cc1 | -17% | -13% | -4% | i | -1% | 3% | 8% | ? | -12
CCCCCNS(=O)(=O)c1cc(C)ccc1OC | 0% | -14% | 9% | i | 7% | 19% | -3% | 8% | 1
Cc1cc2nc(NC(=O)c3ccc(S(=O)(=O)N4CCOCC4)cc3)sc2cc1C | 22% | 0% | . | i | 0% | . | . | . | .
ONC(=Nc1ccccc1Cl)c1ccccc1Cl | 0% | 0% | 1% | i | -11% | 0% | 0% | 14% | -3
COc1cc(CNCc2ccccn2)ccc1OCc1ccc(Cl)cc1 | -3% | 0% | ? | i | 15% | ? | 4% | ? | -57*
Cc1ccc(C(=O)CCC(=O)Nc2cccc(C(F)(F)F)c2)cc1 | 20% | 0% | 2% | i | -3% | -6% | -1% | -2% | 5
CC(=NNC1=NCCN1)c1cn(C2=NCCN2)nc1C | 0% | 3% | 16% | i | -3% | 6% | . | . | -10

High-throughput results from PubChem BioAssay.
